Bioassay records as filed in PubChem.
Bcl-XL Bim block: inhibitors of Bim-Bcl-XL binding, primary screen, biochemical, multiplexed, bead flow cytometry, human Bcl-XL. 0.04% of 190,000 active. Bcl-2-like protein 1 (Homo sapiens), Q07817. Bim peptide-Bcl-XL binding, fluorescence. inhibition, % at 10 µM. AID 1007, 2008
Target sequence (Q07817 whole entry, looked up): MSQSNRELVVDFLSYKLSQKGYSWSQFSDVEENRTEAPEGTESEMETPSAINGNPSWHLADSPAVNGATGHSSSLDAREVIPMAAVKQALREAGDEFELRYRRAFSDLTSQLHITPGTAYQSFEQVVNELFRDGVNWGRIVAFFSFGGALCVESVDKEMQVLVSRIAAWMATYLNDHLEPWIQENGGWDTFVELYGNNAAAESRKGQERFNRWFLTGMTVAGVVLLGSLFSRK
ABCG2 block: ABCG2 efflux pump inhibitors, primary screen, multiplex with ABCB1, IgMXP3 cells, flow cytometry; Broad substrate specificity ATP-binding cassette transporter ABCG2 (Homo sapiens), Q9UNQ0; JC-1 efflux; inhibition, % at 6.6 µM; 0.1% of 190,000 active; AID 1325, 2008;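 active = inhibition above 80%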;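 note: 0% = DMSO and 100% = nicardipine control wells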
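test system = two drug-resistant human cell lines, ABCG2 and ABCB1 | amount = 3 million cells/mL final, two lines in 1:1 ratio | reagent = JC-1 transporter substrate | doses = one concentration, 6.6 µM final | incubation = 10 min at 25 °C | signal = flow cytometric JC-1 green MFI at 530 nm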
Bim-Mcl-1: inhibitors of Bim peptide binding to Mcl-1, primary screen, biochemical, bead-based flow cytometry, multiplex. Bim peptide-Mcl-1 binding. inhibition, % at 10 µM. 0.1% of 190,000 active. AID 1009, 2008;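 note: 0% = no compound tracer wells and 100% = peptide blocker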
ABCB1 inh: ABCB1 efflux pump inhibitors, primary screen, cell-based, multiplex, flow cytometry, ABCG2 counter-screen | inhibition, % at 6.6 µM | AID 1326, 2008 | CCRF-Adr cells, JC-1 efflux | 0.067% of 190,000 active; in the data active = inhibition above about 40%;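 note: 0% = vehicle and 100% = reference inhibitor; higher value means more JC-1 retained so stronger ABCB1 efflux block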
Bcl-2 Bim block: inhibitors of Bim-Bcl-2 binding, primary screen, biochemical, multiplexed, human Bcl-2 family. Bead-based flow cytometry, Bim peptide-Bcl-2 binding. inhibition, % at 10 µM. 0.06% of 190,000 active. AID 950, 2007; in the data active = inhibition above about 40%; inconclusive = no clear call, values can overlap the other calls;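 note: 0% = no compound wells with probe peptide and 100% = reference peptide inhibitor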
Target sequence (P10415 whole entry, looked up): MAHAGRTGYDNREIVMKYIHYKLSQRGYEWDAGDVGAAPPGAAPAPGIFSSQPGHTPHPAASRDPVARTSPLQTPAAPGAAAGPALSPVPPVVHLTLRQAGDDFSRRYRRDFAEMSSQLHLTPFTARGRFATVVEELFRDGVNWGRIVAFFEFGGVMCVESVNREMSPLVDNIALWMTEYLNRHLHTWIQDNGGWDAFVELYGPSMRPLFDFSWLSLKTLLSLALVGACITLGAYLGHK
Bim-Bcl-W: inhibitors of Bim binding to Bcl-W, primary screen, biochemical, multiplexed, bead-based flow cytometry. AID 952, 2007. Bcl-2-like protein 2 (Homo sapiens), Q92843. Bim peptide-Bcl-W binding. 0.02% of 190,000 active. inhibition, % at 10 µM;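 note: 0% = bound tracer without compound and 100% = peptide blocker; higher means less fluorescent Bim peptide bound to Bcl-W beads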
Bim-Bfl-1: inhibitors of Bim binding to Bfl-1, primary screen, biochemical, multiplexed, bead-based flow cytometry | Bim-Bfl-1 binding inhibition | inhibition, % at 10 µM | AID 1008, 2008 | Bcl-2-related protein A1 (Homo sapiens), Q16548 | 0.12% of 190,000 active;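 note: 0% = wells without compound plus tracer and 100% = blocker peptide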
RGS4-Gao reg: modulators of RGS4 binding to Galphao, primary screen, biochemical, multiplexed bead flow cytometry | Guanine nucleotide-binding protein G(o) subunit alpha (Homo sapiens), P09471 | actives lie on both sides | binding response (% of control), % at 10 µM | 0.33% of 220,000 active; in the data active = binding response below about 49% or above about 150%; inactive = in between;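 note: fluorescent Galphao activated with aluminum fluoride binding bead-coupled RGS4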
Target sequence (P09471 whole entry, looked up): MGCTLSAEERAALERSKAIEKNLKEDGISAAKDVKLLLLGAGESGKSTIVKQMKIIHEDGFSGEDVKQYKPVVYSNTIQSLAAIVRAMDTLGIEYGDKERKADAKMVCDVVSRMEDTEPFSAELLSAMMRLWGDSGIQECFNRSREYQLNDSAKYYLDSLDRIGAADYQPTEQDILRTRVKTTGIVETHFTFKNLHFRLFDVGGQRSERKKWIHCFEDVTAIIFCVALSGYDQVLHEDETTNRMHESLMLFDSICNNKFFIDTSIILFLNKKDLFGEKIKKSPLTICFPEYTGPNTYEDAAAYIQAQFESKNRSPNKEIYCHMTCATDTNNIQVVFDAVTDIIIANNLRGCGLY
Bcl-B Bim block: inhibitors of Bim-Bcl-B binding, primary screen, biochemical, multiplexed, human Bcl-2 family | 0.073% of 190,000 active | AID 951, 2007 | bead-based flow cytometry, Bim peptide-Bcl-B binding | inhibition, % at 10 µM | Bcl-2-like protein 10 (Homo sapiens), Q9HD36;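 note: 0% = tracer peptide without compound and 100% = reference inhibitor peptide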
Target sequence (Q9HD36 whole entry, looked up): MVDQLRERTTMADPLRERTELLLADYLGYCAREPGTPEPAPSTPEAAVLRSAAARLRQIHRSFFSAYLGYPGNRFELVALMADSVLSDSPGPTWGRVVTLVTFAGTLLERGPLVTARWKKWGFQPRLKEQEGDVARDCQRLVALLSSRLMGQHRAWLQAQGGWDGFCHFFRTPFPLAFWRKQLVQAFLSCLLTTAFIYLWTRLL
RGS7-Gao: RGS7-Galphao binding modulators, primary screen, biochemical, multiplexed bead flow cytometry; actives lie on both sides; AID 1439, 2008; Guanine nucleotide-binding protein G(o) subunit alpha (Homo sapiens), P09471; binding response (% of control), % at 10 µM; 0.35% of 220,000 active; in the data active = binding response below about 49% or above about 150%; inconclusive = no clear call, values can overlap the other calls; inactive = in between;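 note: fluorescent Galphao held in activated GDP-AlF4 state binding bead-coupled RGS7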
RGS8-Gao reg: RGS8-Galphao binding modulators, primary screen, biochemical, multiplexed bead flow cytometry | Guanine nucleotide-binding protein G(o) subunit alpha (Homo sapiens), P09471 | actives lie on both sides | response (percent of control binding), % at 10 µM | 0.34% of 220,000 active | AID 1423, 2008; in the data active = response below about 60% or above about 140%; inactive = in between;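 note: Galphao activated as the GDP aluminium fluoride complex binding bead-coupled RGS8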
* = called active by the depositor; ? = inconclusive; nt = not tested or not shown. Cut-off read from the data, not from the text of the source, unless noted: active = inhibition above about 40%.

SMILES	Bcl-B Bim block	Bcl-2 Bim block	RGS4-Gao reg	Bim-Bfl-1	ABCG2 block	Bim-Bcl-W	ABCB1 inh	RGS8-Gao reg	Bcl-XL Bim block	Bim-Mcl-1	RGS7-Gao
O=C1CCCc2c1sc1nc3n(c(=O)c21)CCCCC3	-6	-3	99	-12	1	1	-0.2	101	-4	2	103
Cn1c(CNC(=O)c2cccs2)n[nH]c1=S	0	1	95	0	0	2	0.3	98	0	0	97
Cc1ccccc1C(C(=O)NC1CCCCC1)N(C(=O)CNC(=O)c1ccco1)c1cccnc1 (stereo not drawn)	-5	-5	98	-3	-1	-1	-0.6	104	0	0	102
O=C(O)c1ccccc1C(=O)NNc1ccc(F)cc1	-4	-4	102	-10	1	3	0.4	103	-10	-2	104
Cn1cccc1Cc1nnc(SCC(=O)Nc2ccc(F)cc2)n1-c1ccc(F)cc1	-5	-13	98	-10	-2	2	-2.6	100	-3	-1	98
CCCCCc1nnc(NC(=O)Cc2cccs2)s1	-8	-6	79	-10	2	1	0.5	100	-6	0	90
Cc1cc(OCC(O)CN2C(C)CCCC2C)ccc1C(C)C (stereo not drawn)	-3	-3	100	-3	-1	-2	1.0	100	-4	-2	?
CNC(=S)NNC(=O)c1ccc(=O)n(Cc2ccc(Cl)cc2Cl)c1	-9	-3	100	-4	10	1	0.7	100	-2	0	104
CCCCn1c(SCC(=O)Nc2cc(NC(=O)c3ccco3)ccc2C)nc2ccccc2c1=O	-1	-3	93	-3	5	-3	9.4	101	-4	-3	100
CN(C)CCn1c(NC(=O)c2ccc(Cl)cc2)nc2ccccc21	-1	0	99	3	0	5	-0.1	113	1	1	96
O=C(CC(c1ccccc1)c1ccco1)Nc1nccs1 (stereo not drawn)	-20	0	103	-1	6	-5	0.4	103	-7	-5	99
O=C(CNCC1CCCO1)Nc1ccc(N2CCCCCC2)cc1 (stereo not drawn)	-1	3	100	0	6	-3	1.2	101	0	0	99
Fc1cccc2sc(N3CCOCC3)nc12	-8	-3	103	0	-7	-4	0.4	110	-6	-4	103
CCn1c(SCc2ccc(OC)cc2)nnc1-c1ccncc1	-4	-4	98	-9	5	-2	0.7	101	-2	2	100
CSc1nc2ncc3c(n2n1)CC1c2ccccc2CCN1C3=O (stereo not drawn)	nt	nt	100	nt	17	nt	1.5	100	nt	nt	100
CCn1c(SCC(=O)N/N=C/C(C)=C/c2ccco2)nnc1-c1ccccc1	0	-1	95	-2	23	-1	0.8	101	1	-1	100
O=C(NC(=S)NCc1cccnc1)c1cccc2ccccc12	-1	-5	91	5	1	0	1.0	95	0	0	88
Cc1ccc(C(=O)CCNc2ccc(Br)cc2)o1	-10	-10	101	-16	2	-1	0.7	102	-8	1	99
COc1ccc(C(C)(C)C)cc1S(=O)(=O)n1ccnc1C	-5	-1	101	-4	-2	0	0.6	101	0	1	103
C=CCSc1nnc(Cn2c(=O)sc3ccccc32)n1C	-8	-8	106	-9	2	-1	0.5	105	-7	-4	104
COCCn1c(-c2ccccc2)cnc1N	-10	-10	104	-19	3	-2	0.1	104	-6	-2	98
OCC1(C2=NOC(O)(C(F)(F)F)C2)CCCCC1 (stereo not drawn)	-7	-11	106	-12	0	0	0.1	103	-8	-2	105
COc1ccc2[nH]c(=O)c(CNc3ccc(C)c(C)c3)cc2c1	-13	-2	98	-12	16	-2	1.7	97	-6	-5	96
CC(C)(C)NC(=O)/C(=C\C=C\c1ccccc1)NC(=O)c1ccc([N+](=O)[O-])cc1	-3	4	102	2	22	0	4.4	102	-3	0	100
CC(=O)N(CC(=O)Nc1sc(C)c(C)c1C(N)=O)Cc1ccccc1	-11	-5	101	-4	1	-5	0.1	103	-7	-5	101
CC(=NC1CC1)C1=C(O)c2ccccc2C1=O	-6	-6	104	-19	36	0	4.4	102	-7	-2	102
O=C1NC(=O)C(CC(=O)N(c2ccccc2)C2(C(=O)NC3CCCC3)CCCCC2)N1 (stereo not drawn)	-8	-10	102	-19	-2	-3	0.3	101	-6	-3	111
O=C(COC(=O)C1(c2ccc(F)cc2)CCCC1)NC1CC1	-20	-13	109	-13	0	2	-0.5	104	3	-40	103
CCn1ncc(C2=NOC(C(=O)N3CCC(C(N)=O)CC3)C2)c1C (stereo not drawn)	-5	-5	99	-3	1	-7	1.2	102	-10	-3	99
O=C(Nc1nccs1)c1ccc(-c2ccc(F)cc2)o1	2	1	101	-1	3	1	0.1	101	6	6	99
CCOC(=O)Nc1sc(=S)n(C)c1C	-10	-11	99	-16	15	-3	-0.2	99	-8	-3	95
CCOC(=O)N1CCN(C(=O)C2CC(c3ccc(F)cc3)=NO2)CC1 (stereo not drawn)	-2	-5	102	-11	0	0	0.7	101	-1	1	96
CCOc1ccc2nc(NC(=O)CN3CCN(C)CC3)sc2c1	-4	-1	92	0	3	-4	0.7	98	-4	-4	94
CCOc1ccccc1Nc1nc(-c2sc(NC(=O)c3ccccc3)nc2C)cs1	-3	-3	105	-1	-2	1	-0.6	101	0	-1	109
COc1ccc(CCNC(=O)Cc2nn(C)c(=O)c3ccccc23)cc1OC	-5	0	102	-5	0	3	0.1	102	0	-1	98
CCCCN1c2cc(C)c(O)cc2C(C(=O)OCC)C1C (stereo not drawn)	-1	-3	99	1	4	-3	0.7	101	-5	-4	99
O=C(CSc1nc2ccccc2c(=O)n1CCCC(=O)N1CCCC1)NCc1ccco1	-3	-1	100	-4	3	0	0.5	100	1	0	101
CC(C)(C)c1ccc(-n2nc(C#N)c(Cl)cc2=O)cc1	0	1	103	6	0	0	-0.2	102	1	4	?
COc1cc(C(=O)NC2CC(C)(C)NC(C)(C)C2)cc(OC)c1OC	-5	1	92	-6	2	0	0.9	101	-1	-2	95
COc1ccc(OC)c(C(=O)c2coc3ccc(OC)cc23)c1	-2	-6	102	-4	2	-2	0.7	101	0	-3	101
CC(=O)c1c(C(C)=O)c(C)n(-c2ccc(O)cc2)c1C	-3	0	102	-2	2	-3	0.0	100	1	-2	102
COc1ccc(-c2csc(NC(=O)c3ccco3)n2)cc1	-2	0	99	0	6	-2	0.0	98	-2	0	98
Cc1ccc(Cl)cc1N1CCN(C(=O)Cn2ccc3ccccc3c2=O)CC1	1	1	99	-2	1	-1	0.2	98	-3	-2	101
N#Cc1nc(COc2ccc(-c3ccccc3)cc2)oc1NCCCN1CCOCC1	-2	-6	110	1	3	-1	0.7	96	-1	-2	96
O=C(Nc1ccc(Oc2ccc(Cl)cc2)cc1)c1ncn[nH]1	-9	-7	95	-16	20	-3	1.1	98	-10	-4	96

The closing 2 records of the section above lead into the next.
SMILES	Bcl-B Bim block	Bcl-2 Bim block	RGS4-Gao reg	Bim-Bfl-1	ABCG2 block	Bim-Bcl-W	ABCB1 inh	RGS8-Gao reg	Bcl-XL Bim block	Bim-Mcl-1	RGS7-Gao
N#Cc1nc(COc2ccc(-c3ccccc3)cc2)oc1NCCCN1CCOCC1	-2	-6	110	1	3	-1	0.7	96	-1	-2	96
O=C(Nc1ccc(Oc2ccc(Cl)cc2)cc1)c1ncn[nH]1	-9	-7	95	-16	20	-3	1.1	98	-10	-4	96
O=C(Nc1ccc2c(c1)OCO2)c1cnn2cccnc12	-12	-13	100	-16	15	-1	0.4	98	-7	-2	99
Cn1cccc1C(C#N)c1ncc(C(F)(F)F)cc1Cl (stereo not drawn)	0	0	100	-3	3	-2	0.3	102	-2	0	?
O=C(COC(=O)/C=C/c1ccc(Cl)cc1Cl)Nc1cc(C(F)(F)F)ccc1N1CCOCC1	-7	1	86	0	5	-3	1.3	89	-5	2	81
COc1cc(S(=O)(=O)NCC2OCCc3ccccc32)ccc1-n1cnnn1 (stereo not drawn)	-2	-1	97	-11	2	3	0.1	98	-5	6	98
CC(=O)Nc1cccc(OC(=O)N2CCOCC2)c1	-7	-5	103	-10	-1	0	1.6	103	-4	0	103
Cc1ccc2c(CC(=O)NCC3COc4ccccc4O3)coc2c1 (stereo not drawn)	-6	-10	102	-6	-1	0	-0.5	102	-7	-2	103
Cc1ccccc1NC(=O)c1sc(Cl)nc1-c1ccccc1	-10	-13	100	-14	2	-1	0.2	101	-6	-5	100
CCNC(=S)NNC(=O)c1cccs1	-7	-2	104	-6	1	1	0.2	105	-3	2	104
Nc1c(C(=O)OCC2CCCO2)c2nc3ccccc3nc2n1C1CCCC1 (stereo not drawn)	-1	-2	91	-1	27	-1	3.5	99	-1	1	91
O=C(CN(c1cccc([N+](=O)[O-])c1)S(=O)(=O)c1ccccc1)N(Cc1ccccc1)Cc1ccccc1	-1	-9	104	-16	29	-2	28	103	1	3	103
COc1ccc(Br)cc1CNc1ccc(S(N)(=O)=O)cc1	-8	-6	104	4	4	-5	0.1	106	-10	0	104
O=C(NC(=S)Nc1cccc2ncccc12)c1cccs1	0	1	103	-4	19	0	1.6	103	-1	1	95
COCCn1nnnc1C(c1ccc2ncccc2c1)N1CCN(c2ccccc2F)CC1 (stereo not drawn)	-3	-2	102	-9	0	1	0.1	100	-3	3	101
Cc1cc(C)cc(NC(=O)c2ccc(Cn3nc(C)c(Cl)c3C)o2)c1	1	6	99	4	7	4	2.5	105	-1	3	97
O=C(Nc1nc(-c2cccs2)c(-c2cccs2)s1)C1(c2ccccc2)CC1	-5	-7	97	-3	6	-4	0.5	101	-6	-3	94
Cc1ccc(SCc2cc(=O)n3[nH]c(C)nc3n2)cc1	-8	-9	89	-11	3	-2	0.1	92	-12	-1	89
CCOC(=O)Nc1nc(-c2ccc(F)cc2F)cs1	-5	-2	90	0	17	-3	0.1	96	0	-3	79
CCOC(=O)C1(Cc2cccc(OC)c2)CCCN(Cc2cc(C(C)C)n[nH]2)C1 (stereo not drawn)	2	1	101	-3	1	-3	1.6	100	-3	3	99
COc1ccc(NCc2nn(CC(=O)c3ccc(Br)cc3)c3[n+]2CCCCC3)cc1	0	1	107	13	0	3	0.2	103	0	0	104
Cc1n[nH]c(C)c1C(=O)CC1(O)C(=O)N(CCc2ccccc2)c2ccc(Br)cc21 (stereo not drawn)	-1	0	102	-2	-1	-3	-0.2	103	-3	-1	100
